TNAP act hi DEA – activators of human TNAP at high phosphate acceptor concentration; activation factor at 20 µM; P05186; 200,000 tested, under 10 active; AID 1136; purified TNAP, CDP-star luminescence, 1 M DEA, 30 min; active compounds read high; 0 = EDTA background, 1 = DMSO-only activity;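 active = activation factor at least 2 at 20 µM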
Target sequence (P05186 whole entry, looked up): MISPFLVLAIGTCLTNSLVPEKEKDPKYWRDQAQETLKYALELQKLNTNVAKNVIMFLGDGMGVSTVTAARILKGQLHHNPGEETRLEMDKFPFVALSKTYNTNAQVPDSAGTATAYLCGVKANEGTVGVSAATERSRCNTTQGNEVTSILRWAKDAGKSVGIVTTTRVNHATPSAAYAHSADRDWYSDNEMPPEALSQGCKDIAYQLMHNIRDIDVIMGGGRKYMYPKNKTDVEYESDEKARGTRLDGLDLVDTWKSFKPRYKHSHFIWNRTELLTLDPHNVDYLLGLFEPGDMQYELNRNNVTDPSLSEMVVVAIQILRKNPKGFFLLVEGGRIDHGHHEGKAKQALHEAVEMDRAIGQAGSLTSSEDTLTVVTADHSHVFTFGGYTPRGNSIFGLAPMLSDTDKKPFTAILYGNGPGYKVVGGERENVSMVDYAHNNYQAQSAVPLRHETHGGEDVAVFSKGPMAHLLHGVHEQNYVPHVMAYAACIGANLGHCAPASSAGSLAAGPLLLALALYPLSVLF
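system = human TNAP | amount = enzyme diluted 1/800 final | reagent = 100 µM CDP-star substrate | signal = luminescent substrate turnover signal | dosing = one dose, 20 µM | benchmarks = EDTA negative control, DMSO positive control | measure = activation factor | timing = 30 min reaction, room temperature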
TR-FRET SRC-2 ct – counter-screen for PPARgamma SRC-2 recruitment agonists: TR-FRET artefact; active compounds read high; TR-FRET ratio at 8 µM; actives 0.4% (n = 200,000); AID 1049; in the data active = TR-FRET ratio above about 2000; also: inactives centre near 1500
STAT1 blocker – STAT1 signaling inhibition | NIH 3T3 STAT1-luciferase reporter, IFN-gamma, luminescence | AID 920 | inhibition, % at 5.5 µM | actives 0.35% (n = 200,000);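 active = inhibition above a set limit, the mean inhibition across all tested compounds plus 3 SD, cut at about 34% in these data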;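 also: 0% = IFN-gamma with DMSO and 100% = IFN-gamma with 300 µM nifuroxazide; values of inactives mirror those of a sister screen read the other way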
PPARg SRC2 recr – agonists of SRC-2 recruitment by human PPARgamma. activation, % at 8 µM. actives 0.34% (n = 200,000). PPARgamma LBD-SRC-2 recruitment, biochemical. AID 1032; in the data active = activation above about 22%;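 also: 0% = vehicle and 100% = reference agonist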
PPARg SRC-1 ag – promotes SRC-1 coactivator recruitment by human PPARgamma; PPARgamma-SRC-1 coactivator recruitment biochemical assay; actives 0.41% (n = 200,000); activation, % at 8 µM; in the data active = activation above about 19%;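 also: 0% = DMSO and 100% = reference agonist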
STAT3 blocker – STAT3 signaling inhibition | U3A cells, IL-6 STAT3-luciferase reporter, luminescence; host cell line lacks STAT1 | inhibition, % at 5.5 µM | actives 0.89% (n = 190,000) | AID 862;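 active = inhibition above the mean inhibition across all screened compounds plus 3 SD, cut at about 44% in these data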;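 also: 0% = DMSO only wells and 100% = 100 µM nifuroxazide control wells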
bIAP inh – blocks bovine intestinal alkaline phosphatase activity. purified bovine IAP, CDP-star luminescence, 30 min. inhibition, % at 20 µM. 190,000 tested, under 10 active. AID 1019;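 active = over 50% inhibition of intestinal alkaline phosphatase at 20 µM in the single-dose screen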
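Assay system: bovine IAP enzyme; medium: DEA buffer 100 mM, pH 9.8, with MgCl2 1.0 mM, ZnCl2 0.02 mM; doses: 20 µM single dose; incubation: enzyme reaction for 30 min at room temperature; detection: CDP-star luminescence signal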
PPARg SRC-3 ag – agonists of human PPARgamma SRC-3 coactivator recruitment. P37231. biochemical PPARgamma/SRC-3 coactivator recruitment assay. activation, % at 8 µM. actives 0.26% (n = 200,000). AID 731; in the data active = activation above about 23%;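 also: 0% = DMSO and 100% = reference agonist; some compounds past the cut are filed as inactive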
bIAP activator – intestinal alkaline phosphatase (bovine) activation; purified bovine IAP, CDP-star luminescence, 30 min; active compounds read high; fold of DMSO-control signal, blank-subtracted; activation factor at 20 µM; actives 0.17% (n = 200,000); AID 1016;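 active = activation factor of 2 or more at 20 µM, a signal rise over negative controls twice the positive control's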
ROMK mod – modulates human ROMK potassium channel activity; B-score at 10 µM; actives 2% (n = 130,000); P48048; Tet-inducible ROMK, thallium flux fluorescence; actives lie on both sides;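 active = signal ratio slope over the read window, or its plate-corrected B-score, at least 3 SD from the plate mean, either direction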;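 also: B-score of the F/F0 ratio slope over 7 to 12 s after thallium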
Target sequence (P48048 whole entry, looked up): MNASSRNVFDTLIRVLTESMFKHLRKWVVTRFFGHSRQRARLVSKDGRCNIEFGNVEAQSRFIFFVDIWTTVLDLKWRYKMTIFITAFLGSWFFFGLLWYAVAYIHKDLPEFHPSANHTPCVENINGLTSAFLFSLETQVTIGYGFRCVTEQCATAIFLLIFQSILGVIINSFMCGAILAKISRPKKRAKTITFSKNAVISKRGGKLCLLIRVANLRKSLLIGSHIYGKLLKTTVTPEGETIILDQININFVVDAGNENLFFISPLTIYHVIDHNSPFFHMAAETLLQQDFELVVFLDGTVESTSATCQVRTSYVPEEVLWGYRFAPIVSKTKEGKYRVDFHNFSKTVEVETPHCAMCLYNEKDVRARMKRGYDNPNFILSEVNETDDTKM
STAT3 act – increases IL-6 driven STAT3 reporter signal. AID 871. actives 0.91% (n = 190,000). activation (% of control), % at 5.6 µM. U3A cells, IL-6 STAT3-luciferase reporter, luminescence; 100% = signal with IL-6 EC80 alone;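 active = activation above the screen-wide mean of compound activation plus 3 SD, cut at about 130% in these data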;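 also: 0% = background luminescence of wells with medium and substrate only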
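Assay system – human STAT1-deficient U3A cells with stable STAT3-luciferase reporter · Also added – IL-6 (33 ng/mL) · Schedule – compound 1 h, then IL-6 6 h at 37 °C · Technique – reporter luminescence signal · Evaluation – % activation versus median of IL-6-stimulated wells · Benchmarks – IL-6-only wells as 100% reference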
Starred values were filed as active, the others as inactive; / = no result given; & = joins results of further samples.

SMILES	TNAP act hi DEA	TR-FRET SRC-2 ct	STAT1 blocker	PPARg SRC2 recr	PPARg SRC-1 ag	STAT3 blocker	bIAP inh	PPARg SRC-3 ag	bIAP activator	ROMK mod	STAT3 act
N#CCCn1cc(/C=N/O)c(-c2ccc(F)cc2)n1	1	1557	0	-4	-2	1	15	4	0.9	0.93	99
Cc1ccc(N2CCN(C(=S)c3ccc(-c4cccc([N+](=O)[O-])c4)o3)CC2)cc1	1	1626	-2	5	16	12	-2	7	1	0.54	94
Cc1cccc2cc3c(N)c(C(=O)N4CCc5ccccc54)sc3nc12	1	1515	10	17	7	-14	0	5	1	-0.14	112
CCOC(=O)N1CCN(C(=O)c2ccc(Cl)c(S(=O)(=O)N3CCOCC3)c2)CC1	1	1385	2	-2	-7	5	3	5	1	0.75	102
COc1ccc(S(=O)(=O)NCc2csc(-c3cccnc3)n2)cc1	1	1561	3	2	1	8	26	7	0.7	/	101
Nc1nnc(SCC(=O)N2CCN(c3ccccc3)CC2)n1-c1ccccc1	1	1472	-2	0	2	-3	1	-9	1	/	107
O=C(Nc1ccccc1F)C1CCN(C(=O)Cc2ccccc2)CC1	1	1568	-4	-1	4	7	5	-2	0.9	0.08	99
O=C(NCc1cccnc1)C(=O)NCC(c1ccco1)N1CCN(c2ccc(F)cc2)CC1 (centres undefined)	1.1	1565	-5	-4	-1	-1	-5	5	1	-0.19	99
Cc1nn2c(c1-c1ccc(Cl)cc1)N=C(c1ccco1)CC2c1ccccc1 (centres undefined)	1	1498	-4	-12	-1	14	8	3	0.9	/	91
COc1cc(C2NC(=O)N(C)C3=C2C(=O)CCC3)cc(OC)c1OC (centres undefined)	1.1	1447	3	-11	9	7	-4	1	1	0.069	97
COc1cc(OC)cc(C(=O)N[C@H](C(=O)Nc2nc3ccccc3[nH]2)C(C)C)c1	1	1616	3	-11	-2	-50	11	-1	0.9	-0.17	148*
COc1ccc(-n2nc(C(=O)NCc3cc(OC)ccc3OC)c3c4ccccc4n(C)c3c2=O)cc1	1	1716	9	5	2	8	-16	-3	1.2	2.1	103
COc1ccc(-c2nsc3c(N4CCN(C(=O)c5ccco5)CC4)ncnc23)cc1	1	1622	-15	0	0	18	3	5	1	/	88
O=C(Cn1nnc2ccccc21)N/N=C/c1ccco1	1	1432	0	14	-6	-3	-3	6	1	/	99
CCN(CC)C(=O)CSc1nnc(CNc2ccc(F)cc2)o1	1	1694	0	-4	-2	6	0	5	1	/	99
COc1cc(/C=C(/C#N)c2ccc(C)cc2)ccc1Oc1ccc([N+](=O)[O-])cn1	1	1628	8	8	5	9	36	2	0.6	/	95
O=S1(=O)NC(=NCc2ccco2)c2ccccc21	1.1	1568	0	4	-1	6	11	16	0.9	/	98
COc1ccc(S(=O)(=O)Cc2ccc(C(=O)N3CCN(c4ccccc4F)CC3)o2)cc1	1.1	1392	3	1	-4	14	3	7	1	/	96
O=C(Nc1ccc(-c2nc3ccccc3c(=O)o2)cc1)c1ccco1	1	1433	-7	-3	-1	-9	10	-10	0.9	/	103
Cc1ccc(-c2nc3n(n2)Cc2ccccc2-3)cc1	1	1416	24	-1	-3	49*	10	-2	0.9	/	63

Among those listed so far, 2 contain an aryl thioether with sulfur outside any ring.
SMILES	TNAP act hi DEA	TR-FRET SRC-2 ct	STAT1 blocker	PPARg SRC2 recr	PPARg SRC-1 ag	STAT3 blocker	bIAP inh	PPARg SRC-3 ag	bIAP activator	ROMK mod	STAT3 act
Nc1nnc(SCC(=O)N2CCN(c3ccccc3)CC2)n1-c1ccccc1	1	1472	-2	0	2	-3	1	-9	1	/	107
CCN(CC)C(=O)CSc1nnc(CNc2ccc(F)cc2)o1	1	1694	0	-4	-2	6	0	5	1	/	99

Back to the main list, starting three compounds before the break.
SMILES	TNAP act hi DEA	TR-FRET SRC-2 ct	STAT1 blocker	PPARg SRC2 recr	PPARg SRC-1 ag	STAT3 blocker	bIAP inh	PPARg SRC-3 ag	bIAP activator	ROMK mod	STAT3 act
COc1ccc(S(=O)(=O)Cc2ccc(C(=O)N3CCN(c4ccccc4F)CC3)o2)cc1	1.1	1392	3	1	-4	14	3	7	1	/	96
O=C(Nc1ccc(-c2nc3ccccc3c(=O)o2)cc1)c1ccco1	1	1433	-7	-3	-1	-9	10	-10	0.9	/	103
Cc1ccc(-c2nc3n(n2)Cc2ccccc2-3)cc1	1	1416	24	-1	-3	49*	10	-2	0.9	/	63
CC(C)(C)NC(=O)CSc1nnc(-c2ccco2)n1Cc1ccco1	1.1	2029*	7	13	5	0	6	3	0.9	/	106
O=C(c1cc2ccccc2oc1=O)N1CCN(CCc2ccccc2)CC1	1	1673	8	6	7	-3	8	-2	0.9	/	108
CC(=O)N1CCN(c2ccc(OC[C@H]3CO[C@](Cn4ccnc4)(c4ccc(Cl)cc4Cl)O3)cc2)CC1	1&1	1730&1591	4	10&-2	8&11	3	-20&11	2&5	1.2&0.9	/	100
CC1(C)CC(NC(=O)c2coc(=O)c(Br)c2)CC(C)(C)N1	1.1	1558	0	1	1	11	4	-11	1	/	96
Cc1ccc(C)c(N2CCN(C(=O)C3CCCN(S(=O)(=O)c4cnc[nH]4)C3)CC2)c1 (centres undefined)	1	1531	0	-6	3	13	-13	-2	1.1	/	93
CCOC(=O)N1CCC(NC(=O)CCC(=O)N2CCOc3ccccc32)CC1	1	1674	-6	-1	7	-7	16	-9	0.8	/	110
CCCCn1cnc2c1c(=O)[nH]c(=O)n2CCCC	1.1	1431	5	7	9	7	4	9	1	1.3	94
Cc1ccccc1N/C=C/C(=C(C#N)C#N)N(C)C	1	1459	-6	0	-1	12	18	5	0.8	/	97
Cc1cccc(OCCCN2C(=O)C(=O)c3cc(C)ccc32)c1	1	1649	-5	2	14	10	15	7	0.9	1.8	94
O=C(Oc1cc(=O)oc2ccccc12)c1ccccc1	1.1	1571	-2	-4	-1	/	3	-4	1	/	/
CC(=O)/C(C(=N)N1CCN(c2cccc(Cl)c2)CC1)=C(\C)O	1.1	1423	-7	1	-2	-4	-4	3	1	0.89	106
C/C(=N/NC(=O)c1cc(Cl)ccc1O)C12CC3CC(CC(C3)C1)C2	1.1	1460	0	-4	-9	0	5	-12	0.9	/	104
Clc1ccc(CSc2nnc(-c3cccnc3)o2)cc1	1	1622	-7	-4	1	11	6	-2	0.9	/	93
CCc1nnc(NC=C2C(=O)OC(C)(C)OC2=O)s1	1	1732	3	4	7	2	3	5	1	1.7	100
CCOc1ccccc1-n1c(SCC(N)=O)nnc1-c1ccccc1	1	1670	-3	-12	2	1	0	-1	1	/	103
O=C(COc1ccccc1)NCCSCc1ccccc1Cl	1	1708	-16	7	8	2	8	3	0.9	-0.88	102
COc1ccccc1NS(=O)(=O)c1cc(NC(=O)c2ccccc2F)ccc1N1CCOCC1	1	1529	13	-4	1	11	-4	2	1	0.48	97
COc1cccc(CNC(=O)C2CCCN(S(=O)(=O)c3c(C)n[nH]c3C)C2)c1 (centres undefined)	1.1	1492	3	6	5	5	-3	-3	1	/	99
O=C(CSc1ccccc1)NCc1ccc(F)cc1	1	1735	-19	3	5	-5	-4	4	1	0.043	109
CCOc1ccc(S(=O)(=O)NC2CCCCCC2)cc1	1.1	1607	15	3	0	12	4	1	1	-1.8	96
O=C(N/N=C/c1sc(N2CCOCC2)nc1-c1ccccc1)c1ccc(O)cc1	1	1699	3	8	8	35	-2	9	1	-0.59	74
CCNC(=S)Nc1ccc(-c2nc3ccccc3[nH]2)cc1	1	1526	-38	-3	2	15	17	3	0.8	-2.1	91
Brc1ccccc1OCCCN1CCCCCC1	1	1572	1	0	6	8	0	3	1	-1.7	98
O=C(CNC(=O)/C(=C\c1ccccc1)NC(=O)c1ccc(Br)cc1)OCc1ccccc1	1	1677	7	4	7	19	-3	-6	1	/	92
CN(C)CCNc1oc(-c2cccc(Cl)c2)nc1C#N	1.1	1518	16	9	7	-3	4	6	1	-2.3	108
Cc1occc1-c1nnc(SCC(=O)Nc2ccccc2)n1Cc1ccccc1	1	1635	5	-2	-4	1	8	12	0.9	/	104
Cc1ccc2[nH]c(=O)c(C(c3nnnn3C3CCCC3)N(Cc3cccnc3)Cc3ccco3)cc2c1 (centres undefined)	1	1563	10	-1	2	13	3	-4	1	/	97
O=C(NCCc1ccccc1)c1ccc(OCCOc2ccccc2)cc1	1	1476	-10	-3	1	-1	2	4	1	/	104
O=C(NNC(=S)Nc1ccccc1)c1ccc2ncccc2c1	1.1	1627	-24	4	7	5	16	-3	0.8	-0.12	98
O=C(NC(=S)NCC1CCCO1)c1ccc([N+](=O)[O-])cc1 (centres undefined)	1	1599	11	6	11	5	12	4	0.9	/	97

Printed as active in STAT3 act, among the entries above:
compound	TNAP act hi DEA	STAT1 blocker	PPARg SRC2 recr	PPARg SRC-1 ag	bIAP inh	PPARg SRC-3 ag	bIAP activator	ROMK mod	STAT3 act
COc1cc(OC)cc(C(=O)N[C@H](C(=O)Nc2nc3ccccc3[nH]2)C(C)C)c1	1	3	-11	-2	11	-1	0.9	-0.17	148*

Next entries follow:
SMILES	TNAP act hi DEA	TR-FRET SRC-2 ct	STAT1 blocker	PPARg SRC2 recr	PPARg SRC-1 ag	STAT3 blocker	bIAP inh	PPARg SRC-3 ag	bIAP activator	ROMK mod	STAT3 act
Cc1nn(C)cc1CNC(=O)c1cnn2c(C(F)F)cc(C3CC3)nc12	1	1457	6	0	2	-8	9	2	0.9	/	111
Cc1ccc(-c2cc(=O)c3ccccc3[nH]2)cc1	1	1456	-2	8	5	5	-15	-1	1.1	0.1	94
COc1nc(NC(C)=O)nc(C)c1Br	1	1623	6	-1	3	8	9	1	0.9	/	96
O=C(ON=C1CCSCC1)c1ccccc1	/	1479	-3	1	-4	9	/	-14	/	/	101
CCCSCCCNC(=O)Cn1cc2c(n1)CCCCC2	0.9	1678	6	4	2	3	8	4	0.9	/	97
Cc1cccc(NCC(=O)NNC(=S)Nc2ccccc2)c1	1	1323	3	4	-4	-4	-41	0	1.4	-0.0078	106

Source: PubChem
